Anthrax LF prot – blocks Bacillus anthracis lethal factor protease; P15917; 360,000 tested, 0.12% active; multiplex microsphere protease cleavage assay, LF; inhibition, % at 10 µM; note: plate controls were buffer without enzyme for full effect and enzyme alone for no effect
Y pestis TopoI – Y. pestis Topo-I inhibition via cleavage products. activity, % at 10 µM. AID 504884. Y. pestis Topo-I cleavage product accumulation, plate reader. 360,000 tested, 0.064% active; in the data active = activity above about 50%, passing the limit was not always enough; inconclusive = no clear call, values can overlap the other calls; note: inactives centre near 2
PriA SSB inh – blocks PriA binding to SSB C-terminal tail. AlphaScreen SSBct-PriA binding, biotinylated peptide. inhibition, % at 33 µM. 430,000 tested, 0.6% active; in the data active = inhibition mostly above about 37%, no sharp cut-off; inactive = mostly below about 20%;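 note: plate controls were negative control peptide for no effect and reference peptide for full effect; strong numbers were not always called active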
CCHF vOTU inh – blocks the CCHF virus ovarian tumor domain protease; 370,000 tested, 0.55% active; CCHFV vOTU protease, Pep-AMC fluorescence; AID 651958; inhibition, % at 11.5 µM; in the data active = inhibition above about 30%; note: 0% = vehicle wells with enzyme and 100% = no enzyme wells
PfHsp40 rescue – rescue of PfHsp40-mediated yeast toxicity | S. cerevisiae expressing PfHsp40, growth rescue, ATP luminescence | growth rescue, % at 12.5 µM | 340,000 tested, 0.68% active | AID 504582; in the data active = growth rescue above about 28%, passing the limit was not always enough; inconclusive = no clear call, values can overlap the other calls;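 note: yeast W303a lacking pdr1 and pdr3 grown in galactose medium; growth measured after three days at 30 °C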
TcdB GH inh – TcdB glycohydrolase inhibition | inhibition, % at 9.99 µM | P18177 | 350,000 tested, 0.24% active | TcdB glycohydrolase enzymatic assay, plate reader | AID 652162; in the data active = inhibition above about 10%
DUSP3 inh – DUSP3 (human) phosphatase inhibition; P51452; recombinant VHR phosphatase, pNPP absorbance; inhibition, % at 13.3 µM; 290,000 tested, 0.52% active; in the data active = inhibition above about 50%; note: some compounds called inactive have numbers as strong as hits
Target sequence (P51452 whole entry, looked up): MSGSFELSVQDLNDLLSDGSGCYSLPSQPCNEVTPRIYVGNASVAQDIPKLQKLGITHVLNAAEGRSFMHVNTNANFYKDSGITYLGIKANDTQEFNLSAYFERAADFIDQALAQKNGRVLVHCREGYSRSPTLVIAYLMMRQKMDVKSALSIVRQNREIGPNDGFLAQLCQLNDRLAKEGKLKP
SARS 3CLpro inh – SARS-CoV 3CLpro protease inhibition | P0C6X7 | recombinant SARS-CoV 3CLpro, quenched FRET peptide cleavage | inhibition, % at 6 µM | 290,000 tested, 0.14% active | AID 1706; in the data active = inhibition above about 12%
BoNT-A LC inh2 – inhibitors of Botulinum neurotoxin A light chain protease; 360,000 tested, 0.17% active; inhibition, % at 10 µM; AID 588499; multiplex microsphere protease substrate cleavage, flow cytometry; note: plate controls were buffer without enzyme for full effect and enzyme alone for no effect
BH1578 lux ind – inducers of Vibrio cholerae quorum light production without autoinducers; V. cholerae BH1578 lux reporter, luminescence, 6 h; activation, % at 18.7 µM; 350,000 tested, 0.16% active; AID 588436; in the data active = activation mostly above about 9.7%, no sharp cut-off; inconclusive = no clear call, values can overlap the other calls; inactive = mostly below about 3.7%; note: not every result past the cut was called active; inactives centre near 0; reference of the scale not given here
Numbers without * were called inactive; i = inactive; ? = inconclusive; . = no result given; & = joins results of further samples. Cut-off read from the data, not from the text of the source, unless noted: active = inhibition above about 30%; inconclusive = no clear call, values can overlap the other calls; inactive = below that.

nr	Structure	SARS 3CLpro inh	PriA SSB inh	BoNT-A LC inh2	CCHF vOTU inh	DUSP3 inh	BH1578 lux ind	TcdB GH inh	PfHsp40 rescue	Y pestis TopoI	Anthrax LF prot
1	COc1ccc(NC(=O)CNc2ccccc2C(C)=O)cc1S(=O)(=O)N1CCOCC1	.	-7	-2.6	2	.	i	0.2	-0.3	-2	1
2	Cc1ccc(OCC(O)CN2CC3(C)CC2CC(C)(C)C3)cc1 (stereo not given)	2	-11	0.7	-13	21	-0.2	0.4	-0.5	9	-1
3	Cc1ccc(NC(=O)CN(C(=O)N2CCN(C)CC2)S(=O)(=O)c2ccc(C)cc2)cc1	.	-13	?	-5	.	i	2.4	0.2	2	?
4	Cn1nc(C(F)(F)F)cc1-c1ccc(/C=C(\C#N)C(=O)c2cccc(C(F)(F)F)c2)s1	1	2	.	2	27	-0.2	1.9	.	1	.
5	O=C(CSc1ccc2c(c1)OCCO2)Nc1ccc(N2CCOCC2)cc1	-3	2	-0.4	0	7	1.2	4.0	0.0	2	-2
6	CCOc1cc(C(=O)Nc2ccccc2N2CCN(S(C)(=O)=O)CC2)cc(OCC)c1OCC	-4	0	0.2	8	-1	i	.	0.2	24	-3
7	CC1Cc2ccccc2N1C(=O)CNCCCN(C)C (stereo not given)	3	-1	-0.5	12	14	-1.4	.	0.7	11	1
8	Cc1ccc(CNC(=O)CNC(=S)N(Cc2ccccc2)Cc2cccnc2)cc1	4	-6	0.4	4	8	-0.2	0.4	-0.6	15	-5
9	O=C(CSc1n[nH]c(-c2ccccc2)n1)NC(=O)NCc1ccco1	4	5	-0.6	4	28	-0.5	0.9	1.0	5	0
10	O=C(CSc1ccc(F)cc1)NCCSc1ccccc1	3	-18	-0.1	1	9	-1.4	1.2	0.7	15	-15
11	O=C(COC(=O)CNC(=O)c1ccccc1F)NCCNC(=O)COC(=O)CNC(=O)c1ccccc1F	.	5	-0.3	9	.	i	6.2	-1.2	0	2
12	CC(C)(C)C(=O)c1cn(CC(=O)O)c2ccccc12	3	-14	-1.8	-4	26	1.0	1.7	-0.7	1	0
13	CC(C)CSCC1OC(n2cnc3c(N)nccc32)C(O)C1O (stereo not given)	.	.	0.2	0	.	i	0.6	.	6	1
14	NS(=O)(=O)c1ccc(CCNC(=O)CNC(=O)c2ccc(Oc3ccccc3)cc2)cc1	3	-11	-0.4	-20	40	-0.2	1.0	0.9	-5	0
15	CCS(=O)(=O)N1CCCC(c2nc(-c3cccc(OC)c3)no2)C1 (stereo not given)	2	-7	-0.8	3	-8	-0.2	1.2	3.7	11	-2
16	O=C(COC(=O)c1ccc(O)cc1)NC1CCCC1	3	-20	-0.8	-4	2	i	0.9	2.6	-6	10
17	Cc1cccc(NC(=O)CCN2C(=O)c3ccccc3C2=O)n1	-1	4	1.9	18	0	0.0	.	-0.8	5	2
18	O=C(NC1(C(F)(F)F)N=C2SCCN2C1=O)c1ccco1 (stereo not given)	-5	-18	-0.1	-2	18	-1.4	.	-1.2	-10	3
19	COc1ccc(Cl)cc1NC(=O)CNC(c1ccccc1)c1ccccc1	1	-25	-0.1	8	4	-1.2	0.8	-0.2	-3	0
20	Cn1ncc(Cl)c1C(=O)N1CCOCC1	0	-19	-0.2	7	8	i	-0.5	1.2	0	-1
21	CC(=O)N1C(=O)/C(=C2\SC(=S)N(NS(=O)(=O)c3ccc(C)cc3)C2=O)c2ccccc21	-1	3	1.1	-4	20	-0.3	-0.2	3.0	-6	1
22	COCCOc1cc(NC(=O)c2cccc(OC)c2)c(Cl)cc1Cl	0	-15	-0.4	4	-1	-0.5	-0.2	2.3	24	4
23	COc1cc2c(cc1OC)C(=O)CCC2	.	-4	-0.4	7	.	i	1.8	-0.8	4	-9
24	CC(c1ccco1)N(C(=O)Nc1ccccc1)C1CCCCC1 (stereo not given)	1	-17	-0.3	-10	30	-0.4	.	0.6	9	-6
25	CCc1nnc(NS(=O)(=O)c2ccc(NC(=O)COc3ccc(Cl)c(C)c3)cc2)s1	2	-18	-0.2	18	18	i	-1.2	-0.2	21	2
26	CCC(=O)Nc1ccc(C(=O)NNC(=O)COc2cccc(C)c2)cc1	-1	-4	-0.5	-19	-2	-0.3	0.0	-0.7	-3	-1
27	CN(C)c1ccc(C(C(=O)NCC2CCCO2)N(Cc2ccco2)C(=O)c2snc(C(N)=O)c2N)cc1 (stereo not given)	2	7	-3.7	-5	-23	-3.3	0.7	-1.2	15	7
28	CCc1ccc(C(=O)C(C)OC(=O)CNS(=O)(=O)c2ccc(C)cc2)cc1 (stereo not given)	.	7	-0.2	3	.	i	-0.5	-0.8	30	12
29	COc1cc(OC)c(OC)cc1CN1CCN(Cc2ccc(C(F)(F)F)cc2)CC1	-2	0	-1.0	-4	24	i	1.5	0.5	13	0
30	COCCCNC(=O)c1ccccc1Oc1ccccc1	7	-7	-0.1	11	11	i	.	0.3	-4	2
31	COc1ccc(-c2cn3ccc(C)cc3n2)cc1	-2	0	-1.2	-12	8	-4.8	4.2	-0.9	8	-7
32	COc1ccc(OCC#CCNC(C)(C)C)cc1	2	7	1.7	4	-6	i	.	0.0	-5	1
33	CCOC(=O)c1cc(C(=O)OCC)cc(-n2cc(O)c(C(=O)OCC)n2)c1	-4	5	0.8	4	15	-4.2	-4.4	-0.5	-2	0
34	CC(C)CNC(=S)NC1CC2CCC(C1)N2Cc1ccccc1 (stereo not given)	-1	-1	-0.8	-1	22	-0.4	.	-0.1	12	0
35	O=C1c2ccccc2C(c2nnnn2-c2ccc3c(c2)OCCO3)N1Cc1ccco1 (stereo not given)	.	.	-0.4	4	.	.	1.4	.	.	2
36	CC(OC(=O)Cn1cnc2c1c(=O)n(C)c(=O)n2C)C(=O)NC(C)c1ccc(Cl)cc1Cl (stereo not given)	.	-5	1.7	-15	.	-2.9	-1.5	1.5	-3	1
37	ONC(=NCc1ccccc1)c1ccccc1	.	-2	-0.1	7	.	0.1	-1.6	-1.0	0	-6
38	COc1cccc(NC(=O)CN2C(=O)NC(CCc3ccccc3)C2=O)c1 (stereo not given)	.	-5	-16	2	.	i	-0.7	1.2	0	-5
39	CCCN(C(=O)COC(=O)CCC(=O)c1ccccc1)c1c(N)n(Cc2ccccc2)c(=O)[nH]c1=O	.	.	-0.4	1	.	-0.3	-10	.	13	-11
40	NS(=O)(=O)c1ccc(NC(=O)CSc2nc3c(c(=O)[nH]2)CCCC3)cc1	1	-5&8	-1.9	8	25	-0.3	-3.2	0.0	-2	-2
41	CN(C)CCNC(=O)c1cc2c(s1)-c1ccccc1OC2	3	-13	-0.6	-285	11	-0.3	1.2	0.6	-7	-9
42	COc1ccc2cc(C(=O)/C=C/c3cc(OC)c(OC)c(OC)c3)ccc2c1	-2	9	1.3	12	12	i	1.6	-1.1	12	5
43	CCCCN(CCCNC(=O)C1CCN(S(=O)(=O)N2CCOCC2)CC1)c1ccccc1	-2	-10	6.5	1	22	.	0.6	0.3	30	11
44	COc1cc(-c2ccccc2)nc(N)n1	3	-3	-0.2	.	-2	i	0.6	-0.7	-6	-4
45	CCOc1ccc2nc(NC(=O)CN3CCOCC3)sc2c1	3	-4	-0.7	1	31	0.8	1.7	2.5	4	-4
46	CC1CN(C(=O)CCn2c(=O)oc3ccccc32)CC(C)O1 (stereo not given)	-1	7	-0.7	6	-4	0.7	.	0.9	7	-4
47	CCOc1ccc(CN2CCCC(CNC(=O)c3ccc(F)cc3)C2)cc1CO (stereo not given)	3	-9	-0.1	6	9	-0.3	-0.7	-1.0	-6	-1
48	CCN(CCCNC(=O)C1CCN(S(=O)(=O)N2CCOCC2)CC1)c1cccc(C)c1	-4	-5	-0.4	-3	32	i	.	-0.3	7	-4
49	FC(F)(F)c1cc(-c2ccco2)nc(NCc2cccs2)n1	2	-7	0.2	6	15	-7.6	.	2.3	-3	-6
50	Cn1c(C(=O)NCc2cccnc2)cc2sccc21	-1	-5	-0.9	-13	29	-0.3	1.6	0.6	-3	1
51	C[C@H]1CN([C@@H](C)CO)C(=O)CCCn2cc(nn2)CO[C@@H]1CN(C)S(C)(=O)=O	.	.	-0.1	1	.	i	1.0&-7.4	.	8	-5
52	CNC(=O)NC(=O)Cn1cnc2sc(-c3ccccc3)cc2c1=O	2	1	0.2	-13	18	-0.6	1.4	.	5	-1
53	CN(c1ccc(F)cc1)S(=O)(=O)c1ccc(Cl)c(C(=O)NCC2(N3CCOCC3)CCCCC2)c1	.	-13	0.2	1	.	-1.8	0.1	-0.8	27	-11
54	CC(C)C(=O)Nc1c2c(nn1-c1ccc(F)cc1)CS(=O)(=O)C2	0	-6	-4.1	-10	13	-7.7	0.6	-0.5	-5	-4
55	CCOC(=O)c1nnn(-c2nonc2N)c1C	2	2	-0.5	-16	-16	i	.	2.3	7	-4
56	COCC(=O)Nc1cc(C(=O)NCCc2ccccc2)ccc1Cl	6	5	1.5	7	23	-0.1	1.5	0.5	4	3

The list continues:
nr	Structure	SARS 3CLpro inh	PriA SSB inh	BoNT-A LC inh2	CCHF vOTU inh	DUSP3 inh	BH1578 lux ind	TcdB GH inh	PfHsp40 rescue	Y pestis TopoI	Anthrax LF prot
57	O=C(CCCCCNC(=S)Nc1ccccc1)C[N+](=O)[O-]	9	3	0.3	13	17	-0.3	-1.5	1.5	-4	2
58	CC(=O)c1c(N2CCOCC2)[nH]c(-c2ccccc2)nc1=S	3	5	1.9	0	15	i	2.2	-0.8	1	2
59	COc1ccccc1-c1nnc(C2CCN(S(=O)(=O)c3ccccc3[N+](=O)[O-])CC2)o1	0	3	0.2	6	-2	-0.4	-7.0	0.3	36	0
60	O=C(CCSc1nnc(-c2ccco2)o1)N1CCOCC1	-2	-1	-0.7	-14	7	-0.2	0.5	-0.5	-8	1
61	CCOc1ccc2nc(N(CCN(CC)CC)C(=O)/C=C/c3cccs3)sc2c1	8	3	0.6	7	-7	-0.3	1.2	1.0	21	0

Only part of the results is shown; rates above refer to the full screens.
